AMA1 RON2 block = qHTS for Inhibitors of AMA1-RON; Towards Development of Antimalarial Drug Lead: Primary Screen; AID 720542, 2013; AlphaScreen AMA1-biotinylated RON2 peptide binding; hit rate 0.2% among 360,000; Plasmodium falciparum AMA1 (3D7) - RON2 peptide interaction; Potency, µM (highest dose often 58.2 µM), for inactives: at the highest dose activity change, negative = inhibition, usual class: inhibitors;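 also: potency is read from the fitted curve at half-maximal effect; 0% = vehicle wells and -100% = peptide control; nearly all actives have a fitted effect of over 45% in size; some results filed as inactive show a strong effect at the top dose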
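AMA1 (3D7) with his tag at 25 nM final met compounds first, then biotinylated RON2 peptide at 25 nM; detection used donor plus acceptor beads, 10 µg/mL apiece, read by AlphaScreen after 30 min at room temperature.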
HCMV antiviral = qHTS Assay for inhibitors of the human cytomegalovirus (HCMV); HFF cells, HCMV-luciferase reporter, 72 h; active compounds read low; hit rate 4.5% among 410,000; activity change, negative = inhibition, % at 57.5 µM; in the data active = activity change below about -60%; inconclusive = no clear call, values can overlap the other calls; inactive = above about -39%; also: % is scaled to controls: 0 for no effect and ±100 for the full control effect
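Human foreskin fibroblasts infected with luciferase-reporter HCMV at MOI 1 PFU/cell, compounds at two doses. Luciferase measured 72 h post infection; normalized to buffer-only basal and Salinomycin (10uM) controls.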
Shiga toxin inh = A qHTS for Small Molecule Inhibitors of Shiga Toxin | AID 2315, 2010 | hit rate 9.2% among 290,000 | inhibition, % at 38.7 µM | Vero cells, Shiga toxin protein synthesis inhibition reporter; in the data active = inhibition mostly above about 28%, no sharp cut-off; inactive = mostly below about 43%; also: 0% is about no effect
Giardia FBPA inh = qHTS Assay for Inhibitors of Fructose-1,6-bisphosphate Aldolase from Giardia Lamblia; AID 2451, 2010; Potency, µM (titrated, usually from 59.6 µM), for the others: top-dose activity, negative = inhibition, usual class: inhibitors; hit rate 0.71% among 290,000; purified Giardia FBPA; also: potency is read from the fitted curve at half-maximal effect; % is scaled to controls: 0 for no effect and ±100 for the full control effect; nearly all actives have a fitted effect of over 55% in size
Target sequence (A8B2U2 whole entry, looked up): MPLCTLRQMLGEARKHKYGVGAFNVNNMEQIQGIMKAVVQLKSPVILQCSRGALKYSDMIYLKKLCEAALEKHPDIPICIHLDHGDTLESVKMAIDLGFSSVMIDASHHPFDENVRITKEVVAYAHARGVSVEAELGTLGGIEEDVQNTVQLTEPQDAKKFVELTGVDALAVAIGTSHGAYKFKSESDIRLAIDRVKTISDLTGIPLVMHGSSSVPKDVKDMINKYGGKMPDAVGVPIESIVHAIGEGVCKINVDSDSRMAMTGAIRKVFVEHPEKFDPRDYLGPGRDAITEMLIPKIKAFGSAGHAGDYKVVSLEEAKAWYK
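Giardia FBPA (40 nM reagent) was preincubated 10 min at RT with compound (up to 57.5 uM final), then substrate plus GAPDH/TPI/NAD/arsenate coupling system with diaphorase/resazurin was added; resorufin fluorescence (525/598 nm) was read after 20 min.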
AmpC detergent = qHTS Inhibitors of AmpC Beta-Lactamase (assay with detergent); AmpC hydrolysis of nitrocefin, absorbance 480 nm, 0.01% Triton; Potency, µM (highest dose often 114 µM), for the others: at the highest dose activity change, negative = inhibition, most hits filed as inhibitors; hit rate 0.041% among 370,000;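 also: potency is read from the fitted curve at half-maximal effect; 0% = no-compound wells and -100% = no-enzyme wells; nearly all actives have a fitted effect of over 25% in size; some results filed as inactive show a strong effect at the top dose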
Target sequence (P00811 whole entry, looked up): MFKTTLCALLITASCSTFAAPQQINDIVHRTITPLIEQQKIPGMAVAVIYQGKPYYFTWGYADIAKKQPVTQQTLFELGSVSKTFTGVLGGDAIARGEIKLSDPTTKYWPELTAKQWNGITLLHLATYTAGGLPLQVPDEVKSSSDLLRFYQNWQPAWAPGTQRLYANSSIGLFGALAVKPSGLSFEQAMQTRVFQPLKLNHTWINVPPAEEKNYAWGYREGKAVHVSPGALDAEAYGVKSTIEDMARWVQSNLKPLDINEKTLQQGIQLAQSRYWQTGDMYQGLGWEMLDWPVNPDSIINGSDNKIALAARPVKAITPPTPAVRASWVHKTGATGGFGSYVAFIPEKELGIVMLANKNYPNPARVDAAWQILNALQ
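AmpC (5.3 nM in the dispensed reagent) in 20 mM phosphate pH 7.0 with 0.01% (detergent screen) or 0.0001% Triton X-100 was preincubated with compounds for 15 min at room temperature. Nitrocefin was then added from an 800 uM solution, and hydrolysis was followed at 480 nm.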
AmpC no deterg = qHTS Inhibitors of AmpC Beta-Lactamase (assay without detergent). Potency, µM (top dose mostly 57.1 µM), without a hit: top-dose activity change, negative = inhibition, actives largely listed as inhibitors. P00811. AmpC nitrocefin hydrolysis, absorbance 480 nm, 0.0001% Triton. hit rate 0.52% among 330,000;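 also: potency is read from the fitted curve at half-maximal effect; plate controls were no compound for no effect and no enzyme for full effect; nearly all actives have a fitted effect of over 20% in size; some results filed as inactive show a strong effect at the top dose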
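20 mM phosphate pH 7.0 + 0.01% (detergent screen) or 0.0001% Triton X-100; 5.3 nM AmpC reagent; cpd preinc 15 min RT; nitrocefin (800 uM stock) to start; A480 q20 s × 4 min; Activity was normalised to no-enzyme and no-compound control wells.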
CHX counter = Cycloheximide Counterscreen for Small Molecule Inhibitors of Shiga Toxin | cell reporter, cycloheximide protein synthesis inhibition counterscreen | max response, % | hit rate 12% among 300,000 | AID 2314, 2010; in the data active = max response mostly above about 13%, no sharp cut-off; inactive = mostly below about 14%; also: read at 38.3 µM for the half of the compounds with a filed dose; 0% is about no effect
Numbers without * were called inactive; ? = inconclusive; . = no result given; & = joins results of further samples; [ ] = remark or other dose. Unless noted, calls follow the shape of the dose curve; as a rule, active = well fitted curve in the direction sought with a large enough effect; inconclusive = small, poorly fitted or top-dose-only effect, or another doubt; inactive = no such curve, though single readings can be large; an effect the other way counts as inactive or inconclusive. Compounds were not picked by outcome; about 16% have a hit in one of these screens.

SMILES | AMA1 RON2 block | HCMV antiviral | Shiga toxin inh | Giardia FBPA inh | AmpC detergent | AmpC no deterg | CHX counter
CCC/C=C1/CCCOC(C(=O)NCCN2CCOCC2)(C(F)(F)F)C1 (stereo not given) | -1.5% | -6.2 | 1.9 | 9.1% | . | . | -3.6
COc1ccc(C(CC(=O)NC(C)(C)C)n2cccc2)cc1 (stereo not given) | -1.5% | -1.7 | -4.0 | 4.1% | -5.8% | 24.5% | -3.5
COc1ccc(C(=O)Nc2cccc(C(C)=O)c2)cc1OC | 9.2% | 110.2 | 44.6 | 1.5% | -9.5% | -19.7% | 30.2*
COc1ccc(-c2ccc(CCC(=O)O)n2NC(=O)c2cccs2)cc1 | -1.5% | -33.2 | 0.0 | -0.6% | 4.9% | -4.7% | 21.9*
CCCCn1c(N)c(N(CCOC)C(=O)COc2ccc(Cl)cc2)c(=O)[nH]c1=O | 1.3% | 44.2 | 19.3 | 1.6% | -11.1% | -17.4% | -0.7
CCC(C)c1ccc(O)c(NC(=O)c2cccnc2)c1 (stereo not given) | 13.6% | -34.5 | -15.3 | -1.8% | ? | -8.0% | -1.9
CN1CCc2c(sc(N)c2C(N)=O)C1 | -7.2% | 4.4 | 9.8 | ? | -7.7% | -4.0% | -0.9
Cc1cccc(CSCCNC(=O)Nc2ccccc2)c1 | 0.2% | -16.2 | 25.4 | -4.7% | -8.4% | -25.2% | 12.4
COCCN(CCOC)S(=O)(=O)c1ccc(C(=O)Nc2nc(-c3ccccc3)c(C(=O)c3ccccc3)s2)cc1 | 6.0% | 19.4 | -1.3 | 2.5% | -8.2% | 43.8% | -2.9
Cc1ccccc1NC(=O)CCC(=O)OCC(=O)c1cccc([N+](=O)[O-])c1 | 0.9% | 20.8 | -18.6 | 2.4% | -2.2% | -15.4% | -3.3
CC1CCCCN1C(=O)c1ccc(N2CC3CC(C2)c2cccc(=O)n2C3)c([N+](=O)[O-])c1 (stereo not given) | -7.6% | -39.5 | -11.3 | 5.9% | -14.2% | 2.8% | -4.6
COC(=O)C(CC(C)C)NC(=O)C(Cc1ccccc1)NC(=O)C1CCCN1C(=O)OC(C)(C)C (stereo not given) | 14.0% | 0.3 | -22.9 | -0.2% | -2.7% | 98.6%[activator] | -1.4
FC(F)(F)c1ccccc1CN1CCN(Cc2ccccc2)CC1 | -19.4% | 15.5 | 11.5 | -21.1% | -10.5% | 6.6% | -5.0
Cc1oc(-c2cccc(Cl)c2)nc1CN(C)C1CCOC1 (stereo not given) | 4.6% | 3.8 | -7.7 | 8.4% | -3.8% | -8.4% | -3.4
Oc1ccc(Cl)cc1C1=Nc2ccccc2N=C(c2ccco2)C1 | 1.7% | 12.0 | 21.3 | 0.2% | -13.8% | -16.5% | -3.7

2 entries from above, as labelled records.
structure: COc1ccc(C(CC(=O)NC(C)(C)C)n2cccc2)cc1 (stereo not given)
  AMA1 RON2 block: -1.5%
  HCMV antiviral: -1.7
  Shiga toxin inh: -4.0
  Giardia FBPA inh: 4.1%
  AmpC detergent: -5.8%
  AmpC no deterg: 24.5%
  CHX counter: -3.5

structure: Cc1cccc(CSCCNC(=O)Nc2ccccc2)c1
  AMA1 RON2 block: 0.2%
  HCMV antiviral: -16.2
  Shiga toxin inh: 25.4
  Giardia FBPA inh: -4.7%
  AmpC detergent: -8.4%
  AmpC no deterg: -25.2%
  CHX counter: 12.4

Continued:
SMILES | AMA1 RON2 block | HCMV antiviral | Shiga toxin inh | Giardia FBPA inh | AmpC detergent | AmpC no deterg | CHX counter
CSc1nc(-c2ccco2)nn1C(=O)c1ccc(Cl)cc1 | . | . | -11.4 | -17.4% | ? | -25.4% | -4.9
Cc1cc(=O)n2[nH]c(-c3ccc(C(C)(C)C)cc3)cc2n1 | 1.1% | -63.3* | 19.8&50.9 | -6.3%&-12.2% | 10.1%&-0.5% | -8.2%&-24.6% | 11.7&18.4
COc1cc(C2NC(=O)CS2)cc(OC)c1OC (stereo not given) | 7.7% | -21.1 | -21.9 | 0.6% | -21.9% | 1.3% | -6.1
CCN1C(=O)[C@@H]2[C@@H](c3ccc(-c4ccc(Cl)c(Cl)c4)c(OC)c3)N3CCC[C@@]3(C(=O)OC)[C@@H]2C1=O | ? | 100.2 | . | . | -1.5% | 198.4%[activator] | .
Cc1ccc(-c2c(C(=O)N/N=C/c3ccoc3)nnn2-c2nonc2N)cc1 | 40.5%[activator] | -32.3 | 10.7 | -5.6% | -2.9% | -41.3% | 8.8
COC(=O)c1cn(CC(=O)NCc2cccs2)c2ccccc12 | 4.0% | 49.8 | 64.8* | 4.6% | -1.0% | -35.5% | 68.2*
Cc1cc(C(F)(F)F)nc(SCC(=O)Nc2c(C)n(C)n(-c3ccccc3)c2=O)n1 | -0.8% | 30.9 | -16.9 | 5.8% | -9.9% | -2.1% | -3.4
Cc1ccc(S(=O)(=O)N(CC(=O)NCCSCc2ccco2)c2ccc(F)cc2)cc1 | . | . | -4.9 | 0.4% | 0.7% | -2.1% | 1.0
CCN(CC(=O)Nc1ccc2c(c1)OCCO2)S(=O)(=O)c1ccc(C)cc1 | -0.4% | -8.3 | -8.0 | 6.6% | -2.3% | -12.2% | 10.9
CCn1c(=O)c2cc(C(=O)Nc3cc(C)on3)sc2c2ccccc21 | 12.8% | -2.0 | -4.6 | 7.3% | -12.3% | -19.2% | -6.8
Cc1[nH]nc2c1/C(=N/O)CC(c1ccccc1)C2 (stereo not given) | -1.9% | -31.1 | -1.7 | -9.5% | -8.3% | -13.4% | 1.4
Cc1cc(C)c(S(=O)(=O)N2CCN(CCO)CC2)c(C)c1 | 17.4% | -4.2 | -20.3 | -0.7% | -13.8% | -5.1% | -4.9
Cc1cc(C)nc(/N=C(\N)Nc2ccc(C)c([N+](=O)[O-])c2)n1 | -4.2% | 39.6 | -7.9 | -2.5% | 3.4% | -16.4% | -4.2
Cc1nc2ccc([N+](=O)[O-])cc2nc1C | -3.9% | 16.3 | -15.9 | 4.6% | 2.3% | -17.2% | 12.0
O=C(COC(=O)CNS(=O)(=O)/C=C/c1ccccc1)Nc1cccc2ccccc12 | 6.3% | -23.9 | -6.7 | 3.7% | 1.7% | -37.7% | 5.9
Cc1cc(/C=C2/SC(=O)NC2=O)c(C)n1-c1ccc(N2CCOCC2)cc1 | -0.9% | ? | 23.5 | -24.4% | -6.3% | -17.9% | 8.2
COc1ccccc1NC(=O)N(Cc1ccccc1)c1ccccn1 | 11.5% | 5.1 | 32.3* | -5.9% | 4.9% | -28.5% | 9.6
O=C(O)c1ccccc1C(=O)NNC(=O)C(c1ccccc1)c1ccccc1 | 28.8% | 16.3 | -4.2 | . | 2.0% | -36.4% | 9.9
O=C(N/N=C/c1cc(Cl)cc([N+](=O)[O-])c1O)C1CC1 | 61.0%[activator] | -27.6 | -1.2 | 9.2% | 1.0% | -24.5% | -3.6
O=C(CCNS(=O)(=O)c1ccccc1F)N1CCN(C(c2ccccc2)c2ccccc2)CC1 | 7.2% | -34.3 | . | . | 0.0% | 62.1%[activator] | .
CN1CCSc2ccc(C(=O)NCc3cccc(F)c3)cc21 | -2.3% | 22.7 | 17.2 | -1.2% | -10.4% | -34.5% | 13.1*
O=C(O)/C=C/c1nc(-c2ccccc2)n2ccccc12 | 18.9% | 11.8 | 79.0* | ? | -3.3% | -22.1% | 71.2*
O=S(=O)(c1ccc2nc(N3CCN(c4ccccc4F)CC3)ccc2c1)N1CCCCC1 | 0.9% | ? | 14.7 | . | 0.2%&5.0% | -21.2% | -2.2
O=S(=O)(Nc1ccc2c(c1)OCO2)c1cccc(Br)c1 | -3.1% | 0.0 | . | . | -0.1% | -26.6% | .
CCO[C@@H]1OC(C(=O)O)=C[C@H](C)[C@H]1CCCO | 13.8% | -11.2 | -15.0 | 1.2% | 7.0% | -4.2% | 1.1
Cc1ccc(S(=O)(=O)CC(=O)Nc2sc(C)c(C)c2C(N)=O)cc1 | -6.2% | -19.8 | . | . | 0.1% | -40.4% | .
CN=C1S/C(=C\c2cn(CC(=O)OC)c3ccccc23)C(=O)N1C | -5.7% | 91.6 | 24.0 | -6.7% | -23.9% | -3.2% | 7.6
CCOC(=O)C1CCN(C(=O)COC(=O)COc2ccc(Cl)cc2)CC1 | -3.8% | -9.1 | -5.0 | 7.6% | -9.7% | -0.5% | -2.9
O=c1ccc(NS(=O)(=O)c2ccccc2Cl)cn1Cc1ccc(Cl)c(Cl)c1 | -1.2% | 7.1 | 13.8 | -24.5% | -0.8% | -41.0% | -3.6
CCCCN(C)Cc1c(C)[nH]c2c(ccc3ccccc32)c1=O | 14.1% | 69.6 | -7.8 | 7.5% | -1.4% | 12.7% | 13.5
CC(C)Cn1nc(C(=O)OCC(=O)NCC(F)(F)F)c2ccccc2c1=O | 1.7% | 5.2 | -7.6 | -0.2% | 6.9% | -2.4% | 11.5
CC(C)c1ccc(NC2CCCN(C(=O)CCCn3cncn3)C2)cc1 (stereo not given) | 7.2% | 4.0 | 14.3 | -15.3% | ? | 37.1% | -0.7
CCC(C)Sc1ccc(-c2nc3ccc(C)cn3c2NCc2ccccc2)cc1 (stereo not given) | -16.3%&-26.0% | 47.8&13.6 | . | . | . | -23.1% | .
Cn1c(N)c(C(=O)CSc2nnc(C3CC3)n2Cc2ccccc2)c(=O)[nH]c1=O | 0.6% | -36.9 | . | . | 3.2% | -15.0% | .
Cc1ccc(NC(=O)CSc2nccn2Cc2ccco2)cc1 | -10.4% | 31.9 | 89.7* | . | -1.7% | 20.9% | 78.3*
O=C(Cc1c(F)cccc1Cl)N/N=C/c1cccnc1 | 24.7% | -11.2 | 1.3 | -0.1% | ? | -14.4% | 1.7
CCOc1c(Br)cc(/C=C2\C(=O)N(CCC#N)N=C2C)cc1OC | 3.9% | 30.5 | 6.1 | ? | 2.5% | -16.1% | -1.2
O=C(CSc1nc2ccccc2n1CC(=O)N1CCCC1)N1CCN(C(=O)c2ccco2)CC1 | 10.6% | -24.7 | 9.0 | 3.0% | -13.2% | -20.7% | -1.6
Cc1ccc2c(c1)c1c(n2C)C(C(N)=O)CCC1 (stereo not given) | -8.8% | -13.0 | -6.5 | -2.9% | -2.4% | 0.2% | -1.4
O=C1CCCCC1c1cccc2ccccc12 (stereo not given) | -16.6% | -14.3 | -4.9 | -0.6% | ? | -18.3% | -4.7
O=c1[nH]c2ccc(S(=O)(=O)NCCO)cc2[nH]1 | 10.3% | 31.5 | -6.0 | 2.0% | -4.9% | -11.0% | -1.7
CC[C@@]1(C(=O)OC)N[C@H](CN(C)C(=O)C2CCCCC2)[C@@H]2C(=O)N(Cc3ccccc3)C(=O)[C@@H]21 | 23.5% | -18.0 | . | . | . | 130.4%[activator] | .

Screening data (PubChem)
